Compound activity as filed in PubChem.
aSyn yeast inh: inhibitors of alpha-synuclein toxicity in yeast; Yeast expressing alpha-synuclein, growth rescue, BacTiter-Glo, 24 h; Potency, µM (titrated, usually from 46.1 µM), without a hit: at the top dose growth rescue (activation), hits mostly activators; hit rate 0.14% among 370,000; note: % of control where 0% means no effect; nearly all actives have a fitted effect of over 65% in size
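Readout is rescue of growth in alpha-synuclein-expressing yeast, so inhibitors of toxicity appear as activators. Growth after 24 hr at 30 deg C in galactose medium is quantified by luminescence.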
GLP-1R agonist: agonists of human GLP-1 receptor; Potency, µM (doses to about 45.6 µM), without a hit: at the top dose activation, actives largely listed as activators; hit rate 0.007% among 380,000; HEK293 GLP-1R CRE-luciferase, luminescence, 4-6 h; cells express a hypersensitive GLP-1R form; note: % of control where 0% means no effect
Target sequence (P43220 whole entry, looked up): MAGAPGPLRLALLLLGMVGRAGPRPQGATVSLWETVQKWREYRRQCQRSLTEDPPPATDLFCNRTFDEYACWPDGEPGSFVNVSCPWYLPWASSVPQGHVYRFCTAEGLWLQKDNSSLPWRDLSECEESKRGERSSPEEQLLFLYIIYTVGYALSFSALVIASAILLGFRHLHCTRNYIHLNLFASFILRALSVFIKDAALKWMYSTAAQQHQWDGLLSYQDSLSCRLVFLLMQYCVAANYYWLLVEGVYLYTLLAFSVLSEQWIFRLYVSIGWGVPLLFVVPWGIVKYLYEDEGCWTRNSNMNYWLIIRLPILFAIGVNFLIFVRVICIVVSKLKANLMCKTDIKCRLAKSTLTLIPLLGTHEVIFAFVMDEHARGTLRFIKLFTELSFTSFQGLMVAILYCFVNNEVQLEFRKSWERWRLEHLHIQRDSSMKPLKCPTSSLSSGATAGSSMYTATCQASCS
PTHR1 ag: agonists of human PTHR1 parathyroid hormone receptor; HEK293 GP2 PTHR1 cells, GloSensor cAMP luminescence, 1 h; Potency, µM (top dose mostly 115 µM), for inactives: top-dose activation, actives largely listed as activators; AID 743266; hit rate 0.075% among 410,000; note: nearly all actives have a fitted effect of over 55% in size; some results filed as inactive show a strong effect at the top dose; inactives centre near -15; many of its hits are not listed in these tables
Target sequence (Q03431 whole entry, looked up): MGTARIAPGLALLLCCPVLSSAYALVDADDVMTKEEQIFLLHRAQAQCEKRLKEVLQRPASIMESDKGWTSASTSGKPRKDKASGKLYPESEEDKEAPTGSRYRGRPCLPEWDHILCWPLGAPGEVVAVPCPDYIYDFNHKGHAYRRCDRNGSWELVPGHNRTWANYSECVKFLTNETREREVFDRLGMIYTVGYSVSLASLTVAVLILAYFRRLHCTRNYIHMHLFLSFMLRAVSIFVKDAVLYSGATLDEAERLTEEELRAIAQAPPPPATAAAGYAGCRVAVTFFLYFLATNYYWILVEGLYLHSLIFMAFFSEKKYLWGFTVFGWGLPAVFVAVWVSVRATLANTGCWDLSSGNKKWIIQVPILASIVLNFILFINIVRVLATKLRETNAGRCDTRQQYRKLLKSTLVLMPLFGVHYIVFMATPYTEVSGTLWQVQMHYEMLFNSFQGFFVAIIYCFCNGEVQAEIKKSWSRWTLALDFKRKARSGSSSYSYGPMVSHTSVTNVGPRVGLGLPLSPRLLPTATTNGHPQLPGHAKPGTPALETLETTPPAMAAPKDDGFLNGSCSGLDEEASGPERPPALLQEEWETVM
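HEK-293-derived GP2 cells expressing PTHR1 and a GloSensor cAMP reporter, 3,000/well, plated overnight, given luciferin plus IBMX (each 0.5 mM as added) for 1 h at 37 °C, then compound for 1 h at 37 °C. Luminescence was read after 15 min at room temperature.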
KB-V1 cytotox: kills drug-selected multidrug resistant KB-V1 cells | KB-V1 MDR cells viability, CellTiter-Glo, 72 h | Potency, µM (doses to about 46.1 µM), without a hit: at the top dose activity change, negative = cytotoxicity, actives largely listed as cytotoxic | hit rate 3.4% among 400,000 | AID 1347076; note: % is set by controls: 0 for no effect and ±100 for the full control effect; nearly all actives have a fitted effect of over 60% in size
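Following 72 h at 37 degrees C with compound, KB-V1 cell viability was read by CellTiter-Glo luminescence, medium being phenol-red-free DMEM plus 10% FBS; concentration-response parameters came from normalized, curve-fitted qHTS data.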
* hit, by the source's call; i = inactive; ? = inconclusive; . = not tested or not shown; & = joins results of further samples; [ ] = remark or other dose. Calls come from the whole dose curve; as a rule, active = well fitted curve in the direction sought with a large enough effect; inconclusive = small, poorly fitted or top-dose-only effect, or another doubt; inactive = no such curve, though single readings can be large; an effect the other way counts as inactive or inconclusive. Potency is the fitted concentration of half-maximal effect. An excerpt; rates above refer to the full screens.

Results follow in this order: aSyn yeast inh, GLP-1R agonist, PTHR1 ag, KB-V1 cytotox
C1=CN2CC=Cc3cc(/C=C/c4ccnc5ccccc45)cc(c32)C1
    -21%, ., ., -17%
CCN(CC)c1nc(C#N)nc(N2CCOCC2)n1
    4%, ., ., ?
C(=C\c1nc2ccccc2s1)/c1ccc2c(c1)OCO2
    -27%, ., ., -23%
CC(C)COc1ccc(CC(=O)NO)cc1
    8%, ., ., 3%
CN(C)c1ccc(/C=C/c2nc3ccccc3s2)cc1Cl
    16%, ., ., 9%
O=C(Nc1ccc(OC(F)F)cc1)c1nc(SCc2ccccc2F)ncc1Cl
    2%, ., ., 13%
Cc1cc([N+](C)(C)C)cc(C)c1/C=C/c1ccnc2ccccc12
    -40%[inhibitor], ., ., 0%
CC(CCC(C)[n+]1cccc(C#N)c1)[n+]1cccc(C#N)c1 (centres undefined)
    -1%, ., ., ?
O=C(Nc1ccc2ccccc2c1)c1nc(S(=O)(=O)Cc2ccccc2F)ncc1Cl
    -44%[inhibitor], ., ., 0%
CC(C)CNc1ncnc2nc[nH]c12
    -1%, ., ., 27%
COc1ccc(/C=C2\C=Cc3ccccc32)cc1OC
    -20%, ., ., -3%
C1=Cc2ccccc2/C1=C\c1cc2c3c(c1)CCCN3CCC2
    -6%, ., ., -11%
O=C(NC1CCCCCC1)C1CCC(CNS(=O)(=O)c2cccc3cccnc23)CC1 (centres undefined)
    3%, ., ., 0%
CN(C)c1ccc(/C=C2\Cc3ccccc3C2=O)cc1
    -6%, ., ., -10%
Cc1cc(/C=C2\C=Cc3ccccc32)cc(C)c1[N+](=O)[O-]
    ?, ., ., -13%
Cc1cc(C(=O)OCC(=O)NC(=O)C2CCCCC2)ccc1[N+](=O)[O-]
    6%, ., ., 0%
CS(=O)(=O)c1ccc(C(=O)OCC(=O)NC(=O)NC2CCCCC2)cc1[N+](=O)[O-]
    0%, ., ., 3%
Cc1ccc(C=O)cc1Cl
    0%, ., ., -15%
O=C(C[n+]1ccccc1)c1ccc(I)cc1
    -1%, ., ., ?
Cc1ccc(-c2nc(=Nc3c(C)cc(C)cc3C)sn2-c2ccccc2)cc1
    -45%[inhibitor], ., ., ?
COc1cc(/C=C2\C=Cc3ccccc32)ccc1N(C)C
    -9%, ., ., 0%
CN(C)c1ccc(/C=C2\C=Cc3ccccc32)c(Cl)c1
    -3%, ., ., ?
CC(C)CNc1ncnc2oc(-c3ccco3)c(-c3ccco3)c12
    8%, ., ., ?
COc1cc2c(NC3CCN(C(C)C)CC3)nc(N3CCCN(C)CC3)nc2cc1OCCCN1CCCC1
    ?, ., ., ?
CCOc1ccc(NC(=O)c2nc(S(=O)(=O)Cc3ccc(F)cc3)ncc2Cl)cc1
    4%, ., ., ?
Nc1c(S(=O)(=O)O)cc(Nc2ccc(Nc3nc(Cl)nc(Nc4ccc(S(=O)(=O)O)cc4)n3)c(S(=O)(=O)O)c2)c2c1C(=O)c1ccccc1C2=O
    -33%&-42%[inhibitor], ., ., -26%
Cc1nc([N+](=O)[O-])cn1CC(O)c1ccc2c(c1)OCCCO2 (centres undefined)
    -3%, ., ., -5%
CC1(C)Cc2ccccc2-c2c[nH]c(=O)n21
    0%, ., ., -3%
Cc1ccc2[nH]c(=O)c(CN(CCO)Cc3nnnn3Cc3ccco3)cc2c1
    1%, ., ., ?
Cc1ccc(NC(=O)COC(=O)c2ccccc2OCC(=O)Nc2ccc(Br)cc2)c(C)c1
    -2%, ., ., 0%
Cc1nn(C)c(Cl)c1S(=O)(=O)N(Cc1ccco1)c1ncnc2nc[nH]c12
    -7%, ., ., -3%
CN(C)c1ccc(C2C=Cc3ccccc32)c2ccccc12 (centres undefined)
    -18%, ., ., -5%
Nc1cc([N+](=O)[O-])cc(N)c1N
    -4%, ., ., 0%
Cc1ccc(-c2nc(=N)sn2Cc2ccccc2)cc1
    -56%[inhibitor], ., ., -15%
Cc1[nH]c2ccccc2c1C(c1c[nH]c2ccccc12)c1c(C)[nH]c2ccccc12
    11%, ., ., -17%
COc1cccc(/C=C/c2nccc3ccccc23)c1OC
    -13%, ., ., ?
CN1CCc2[nH]c3ccc(Cl)cc3c2C1
    25%, ., ., ?
N=C(N)SCc1cccc2c(=O)cc(-c3ccccc3)oc12
    6%, ., ., -10%
c1ccc(-c2ccc(-c3csc4ncnc(Sc5nnnn5-c5ccccc5)c34)cc2)cc1
    1%, ., ., -5%
CCOc1cc(C2Nc3ccccc3C(=O)N2Cc2ccco2)ccc1O (centres undefined)
    -9%, ., ., 21%
COc1ccc(C(=O)CCN(C)C)c2ccccc12
    -72%[inhibitor], ., ., 22%
CC1(C)OC(=O)C2(Cc3ccc(Br)cc3N3CCCCC32)C(=O)O1 (centres undefined)
    9%, ., ., 0%
CC[n+]1ccnc2ccccc21
    -3%, ., ., ?
Cc1cc(C)c2c(/C=C/c3ccc(N(C)C)cc3)ccnc2c1
    -10%, ., ., ?
O=C1c2ccccc2C(=O)C1c1cc2ccccc2cn1
    ?, ., ., 1%
CCCN1C(=O)c2ccccc2NC1c1ccc(OC)c(COc2cccc(C)c2C)c1 (centres undefined)
    4%, ., ., ?
O=C(C[n+]1cc(Br)cc2ccccc21)c1ccc(O)c(O)c1
    -3%, ., ., -71%
CCN(CC)c1ccc(/C=C/c2sc3ccccc3[n+]2CCCCI)cc1
    -58%[inhibitor], ., ., ?
CO[C@@H]1[C@@H](OC2OC(C)C(OC3CC(C)(O)C(OC(=O)CC(C)C)C(C)O3)C(N(C)C)C2O)[C@@H](CC=O)C[C@@H](C)C(=O)/C=C\C2O[C@H]2C[C@@H](C)OC(=O)C[C@H]1OC(C)=O (some centres undefined)
    2%, 4%, ., 0%
O=C(O)c1ccc(-c2nn3c(=O)cc(N4CCNCC4)nc3s2)cc1
    ., 0%, -10%, 4%
COc1ccc(C(=O)OCC#CCSc2nnc(-c3cccc4ccccc34)o2)cc1
    ., 1%, i, 9%
COc1ccc(-c2csc(N3CCC(C(N)=O)CC3)n2)cc1
    ., -3%, 0%, 4%
O=S(=O)(NCCCCNS(=O)(=O)c1c(F)cccc1F)c1ccc2c(c1)OCCO2
    ., -1%, -19%, -5%
Cn1nnnc1Sc1ncnc2scc(-c3cccc(C(F)(F)F)c3)c12
    ., -9%, -87%[inhibitor], ?
CC1(C)c2[nH]c3ccccc3c2C[C@@H]2C(=O)N(c3cc(F)ccc3F)C(=O)N21
    ., -1%, -48%[inhibitor], ?
CC1(C)c2[nH]c3ccccc3c2C[C@H]2C(=O)N(Cc3ccccc3)C(=O)N21
    ., -4%, -18%, 0%
OCCNc1nc(Nc2cc(Cl)ccc2OC2CCCC2)nc(N2CCCC2)n1
    ., 20%, i, ?
c1nc(NCc2ccc3c(c2)OCO3)c2cc(-c3ccoc3)ccc2n1
    ., -6%, -50%[inhibitor], -9%
OCCNc1nc(Nc2ccc(Cl)cc2)nc(N2CCCC2)n1
    ., 14%, -22%, -22%
N#Cc1nc(Nc2cccc(Cl)c2)c2ncn(C3CCCC3)c2n1
    ., -1%, 0%, 13%

Among those listed so far, these have a thiophene ring, fused or not.
Results follow in this order: aSyn yeast inh, GLP-1R agonist, PTHR1 ag, KB-V1 cytotox
c1ccc(-c2ccc(-c3csc4ncnc(Sc5nnnn5-c5ccccc5)c34)cc2)cc1
    1%, ., ., -5%
Cn1nnnc1Sc1ncnc2scc(-c3cccc(C(F)(F)F)c3)c12
    ., -9%, -87%[inhibitor], ?

(next part)
Results follow in this order: aSyn yeast inh, GLP-1R agonist, PTHR1 ag, KB-V1 cytotox
C=CCNc1oc(C2CCCC2)nc1C#N
    ., 0%, -31%[inhibitor], 23%
CCn1nc(Cc2cccc3ccccc23)c(C#N)c1N
    ., 11%, i, 20%
CN(C)C(=O)c1cccc(-c2csc(N3CCC(C(N)=O)CC3)n2)c1
    ., 8%, -33%[inhibitor], 0%
COc1ccccc1-c1nnc2n1N=C(c1ccc(OC(F)F)c(OCC3CC3)c1)CS2
    ., ?, i, -13%
O=C(OCC#CCSc1nnc(-c2cccc3ccccc23)o1)c1ccc(Cl)cc1
    ., -1%, -20%, 0%
COc1ccc(C2=Nn3c(nnc3-c3ccccc3F)SC2)cc1OCC1CC1
    ., ?, -50%[inhibitor], ?
CN(C)c1ccc(C(=O)OCC#CCSc2nnc(-c3cccc4ccccc34)o2)cc1
    ., -6%, -17%, -17%
CC(OC(=O)c1ccc(S(C)(=O)=O)c([N+](=O)[O-])c1)C(=O)NC1C2CC3CC(C2)CC1C3 (centres undefined)
    ., -13%, -7%, ?
O=S(=O)(NCCNS(=O)(=O)c1c(F)cccc1F)c1ccc2c(c1)OCCO2
    ., -5%, 9%, 8%
Oc1cccc2cc(-c3ccncc3)cnc12
    ., -1%, -10%, ?
Cc1nc(SCCc2nc3ccccc3[nH]2)c2oc3ccccc3c2n1
    ., -4%, -13%, -9%
CNS(=O)(=O)c1ccc2c(c1)C(=O)c1cc(S(=O)(=O)NC)ccc1CC2
    ., -3%, i, ?
c1csc(CNc2ncnc3ccc(-c4ccc5c(c4)OCO5)cc23)c1
    ., 9%, -28%, -17%
C/C(=C\c1cc2ccccc2o1)C1Nc2cccc3cccc(c23)N1
    ., -5%, -52%, 18%
Cn1nnnc1Sc1ncnc2scc(-c3ccccc3Br)c12
    ., -1%, -56%[inhibitor], 0%
COc1cc2c3c([nH]c2cc1F)C(=O)NCC3
    ., -4%, i, 0%
CCOC(=O)CCCC(=O)Nc1ncnc2c1C(c1ccccc1)c1c(ccc3ccccc13)O2 (centres undefined)
    ., -3%, i, -28%
Cc1ccc(Cl)c(Cn2cnc3c(cnn3C(C)(C)C)c2=O)c1F
    ., 23%, -29%, ?
COc1ccc(C2=Nn3c(nnc3-c3ccccc3OC)SC2)cc1OCC1CC1
    ., 4µM*, -97%[inhibitor], 0%
CC1(C)c2[nH]c3ccccc3c2C[C@H]2C(=O)N(Cc3ccc(F)cc3)C(=O)N21
    ., -2%, i, ?
COc1cccc(Nc2nn3c(=O)c4ccccc4nc3s2)c1
    ., -2%, -74%[inhibitor], 0%
CCOP(=O)(OCC)c1ccc2c(c1)C(=O)c1ccccc1CC2
    ., 36%, -25%, -25%
COc1ccc(C2=Nn3c(nnc3-c3ccccc3Cl)SC2)cc1OC1CCCC1
    ., 22%, -22%, -22%
Clc1cccc(-c2nc(-c3ccc(-c4nn[nH]n4)cc3)no2)c1
    ., -3%, i, 10%
C[C@H](NC(=O)CCC1CCC(=O)N1)c1ccccc1 (some centres undefined)
    ., -2%, 13%, 0%
CC(C)(C)n1ncc2c(=O)n(Cc3cc(F)c(Cl)cc3Cl)cnc21
    ., -2%, -46%[inhibitor], -16%
CC(=O)Nc1ccc(CNc2ncnc3ccc(-c4c(C)noc4C)cc23)cc1
    ., 9%, -3%, 13%
S=C(NCCCc1cnc[nH]1)NCCCN(Cc1ccccc1)c1ccc(Br)cn1
    ., -1%, -2%, -4%
COc1ccc(C2Nc3cccc(O)c3C(=O)N2Cc2ccccc2)cc1COc1ccc(NC(C)=O)cc1 (centres undefined)
    ., 1%, 14%, -19%
Cc1nc(SCc2nc3ccc(F)cc3[nH]2)c2oc3ccccc3c2n1
    ., -3%, -6%, -9%
CCOC(=O)C[C@@H](C#N)NC(=O)[C@@H]1CCCN1C(=O)[C@@H](NC(=O)c1ccc(N)c(Cl)c1)C(C)(C)C
    ., 8%, -7%, 8%
O=S(=O)(c1ccc2c(c1)OCCO2)N1CCN(S(=O)(=O)c2c(F)cc(F)cc2F)CC1
    ., -5%, i, -8%
O=C1c2ccccc2CCc2ccc(Br)cc21
    ., 13%, -22%, 0%

Reprinted at random: two compounds from above, in no set order.
Results follow in this order: aSyn yeast inh, GLP-1R agonist, PTHR1 ag, KB-V1 cytotox
CCN(CC)c1ccc(/C=C/c2sc3ccccc3[n+]2CCCCI)cc1
    -58%[inhibitor], ., ., ?
CC(C)CNc1ncnc2nc[nH]c12
    -1%, ., ., 27%
